Scp1 inh: Scp-1 (human) phosphatase inhibition. Recombinant Scp1, phosphopeptide, malachite green phosphate absorbance. inhibition, % at 20 µM. hit rate 0.88% among 340,000;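 active = inhibition above about 50% at 20 µM, limit read from the data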;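 note: plate controls were DMSO wells with enzyme for no effect and wells lacking enzyme for full effect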
Target sequence (Q9GZU7 76-261 limits assumed): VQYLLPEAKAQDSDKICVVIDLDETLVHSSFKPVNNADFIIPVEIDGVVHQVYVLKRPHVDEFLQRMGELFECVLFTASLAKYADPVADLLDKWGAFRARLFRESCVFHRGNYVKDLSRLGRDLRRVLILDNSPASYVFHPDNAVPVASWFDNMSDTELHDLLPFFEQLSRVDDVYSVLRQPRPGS
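assay system = SCP-1 phosphatase catalytic domain, residues 76-261 | buffer or medium = 50 mM Tris acetate pH 5.5, 0.005% Tween-20, 10 mM MgCl2 | incubation = enzyme reaction 45 min at room temperature, colour 5 min, stabilisation 30 min | signal = Phosphate-binding colour reagent, absorbance read at 630 nm | measure = % inhibition at 20 µM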
NRP1-CendR mod: NRP-1/CendR interaction modulation | O14786 | FAM-RPARPAR peptide binding to NRP-1, fluorescence polarization | inhibition, % at 25 µM | hit rate 0.85% among 360,000;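 active = inhibition or corrected inhibition above about 18%, plus a signal ratio from 0.5 to 1.5, limit read from the data, passing the limit was not always enough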; note: strong numbers were not always called active
LMPTP inh: blocks human LMPTP phosphatase; P24666; recombinant LMPTP-A, OMFP fluorogenic substrate, fluorescence intensity; inhibition, % at 20 µM; hit rate 0.22% among 360,000;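 active = compounds that cut the enzyme signal by at least half of the control window in the single-dose screen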;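 note: plate controls were DMSO wells with enzyme plus substrate for no effect and substrate without enzyme for full effect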
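Assay system: LMPTP-A phosphatase enzyme | Input: 0.625 nM enzyme | Also added: Fluorogenic phosphatase substrate OMFP at 400 µM final | Compound dosing: One test concentration per compound, 20 µM, with 3% DMSO overall | Schedule: 50 min enzyme reaction at room temperature, protected from light | Signal: Fluorescence intensity | Benchmarks: no-enzyme and uninhibited controls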
Neddylation inh: blocks human cullin neddylation; TR-FRET cullin neddylation, biochemical; calls only at 25 µM; hit rate 0.58% among 360,000; AID 651699; in the data active = inhibition above about 36%
Target sequence (P61081 whole entry, looked up): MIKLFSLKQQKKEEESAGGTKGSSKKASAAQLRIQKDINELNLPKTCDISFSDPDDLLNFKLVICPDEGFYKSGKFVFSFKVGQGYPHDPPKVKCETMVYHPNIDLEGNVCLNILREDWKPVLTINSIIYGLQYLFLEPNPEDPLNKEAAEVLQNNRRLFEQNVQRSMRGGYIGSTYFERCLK
Target sequence (Q13564 whole entry, looked up): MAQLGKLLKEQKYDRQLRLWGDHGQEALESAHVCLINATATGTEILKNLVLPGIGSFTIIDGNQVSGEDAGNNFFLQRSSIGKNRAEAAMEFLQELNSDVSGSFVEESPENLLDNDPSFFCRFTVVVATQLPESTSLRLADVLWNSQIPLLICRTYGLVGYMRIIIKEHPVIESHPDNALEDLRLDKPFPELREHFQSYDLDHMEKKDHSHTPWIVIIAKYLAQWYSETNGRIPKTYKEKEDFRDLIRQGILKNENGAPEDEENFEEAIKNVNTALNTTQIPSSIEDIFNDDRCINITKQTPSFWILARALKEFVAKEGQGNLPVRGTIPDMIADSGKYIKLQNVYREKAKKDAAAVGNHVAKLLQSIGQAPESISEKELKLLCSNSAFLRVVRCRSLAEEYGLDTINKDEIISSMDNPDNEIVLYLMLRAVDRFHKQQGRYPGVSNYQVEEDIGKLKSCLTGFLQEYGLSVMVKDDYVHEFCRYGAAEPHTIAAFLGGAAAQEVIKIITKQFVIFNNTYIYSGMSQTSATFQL
DNMT1 block: inhibitors of human DNMT1 | P26358 | DNMT1 molecular beacon, Hinp1I cleavage, fluorescence | inhibition (reported as % activation of signal), % at 10 µM | hit rate 0.83% among 360,000; in the data active = inhibition above about 50%
STEP inh: STEP (human) phosphatase inhibition; inhibition, % at 20 µM; P54829; hit rate 0.25% among 360,000; recombinant STEP, OMFP fluorogenic substrate, fluorescence;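 active = inhibition at 20 µM, scaled per plate between control wells, above about 37%, limit read from the data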;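 note: 0% = DMSO with enzyme and substrate and 100% = substrate only without enzyme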
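System: STEP (striatal-enriched tyrosine phosphatase) enzyme, cell-free; medium: Bis-Tris pH 6.0 buffer with DTT, detergent; dosing: 20 µM, 1% DMSO; times: reaction 20 min, ambient temperature; detection: fluorescence, 480/540 nm; read-out basis: normalized % inhibition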
NadD inh: NadD (S. aureus) enzyme inhibition | purified NadD enzyme, colorimetric absorbance read-out | inhibition, % at 20 µM | hit rate 0.78% among 360,000 | AID 602399; in the data active = inhibition above about 26%; note: some compounds past the cut are filed as inactive
SUMO1-SIM PPI: SUMO1-SIM interaction modulation | inhibition, % at 20 µM | AID 602429 | SUMO1 binding to a labelled peptide, TR-FRET, 1 h | P63165 | hit rate 0.33% among 360,000; in the data active = inhibition above about 37%
Target sequence (P63165 whole entry, looked up): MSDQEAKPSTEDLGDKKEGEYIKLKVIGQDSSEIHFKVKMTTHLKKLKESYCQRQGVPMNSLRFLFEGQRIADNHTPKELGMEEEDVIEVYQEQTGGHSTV
Tb MetRS inh: Trypanosoma brucei MetRS inhibition; purified T. brucei MetRS, ATP depletion, Kinase-Glo luminescence; inhibition, % at 11.9 µM; hit rate 0.4% among 360,000;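 active = inhibition above a per-plate cutoff of the control wells' mean inhibition plus 3 SD, cut at about 5.5% in these data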;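 note: 0% = DMSO wells median and 100% = median of wells with control inhibitor compound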
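Dosing: 11.9 µM single point; system: parasite MetRS enzyme; technique: luminescence of leftover ATP; times: 15 min enzyme-compound preincubation, 2 h reaction, 10 min detection, 25 °C; replicates: each compound tested once; read-out basis: percent inhibition relative to median high and low control wells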
SKN-1 inh: blocks SKN-1 activity in C. elegans; C. elegans VP596 Pgst-4::GFP/RFP ratio, acrylamide-induced, 24 h; inhibition, % at 21.8 µM; hit rate 0.49% among 360,000;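 active = interference check ratio from 0.5 to 1.5 plus GFP to RFP signal ratio inhibition reaching or exceeding a fixed threshold, cut at about 30% in these data, passing the limit was not always enough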; note: some compounds called inactive have numbers as strong as hits
* marks the source's active call; other numbers are inactive results; i = inactive; . = no result given.

SMILES | Scp1 inh | NRP1-CendR mod | LMPTP inh | Neddylation inh | DNMT1 block | STEP inh | NadD inh | SUMO1-SIM PPI | Tb MetRS inh | SKN-1 inh
Cn1nc(-c2ccc(C(=O)N3CCN(CCO)CC3)cc2)c2ccccc2c1=O | -7.0 | -0.1 | -0.8 | i | 0.7 | -0.2 | -0.4 | -1.3 | -0.3 | -0.6
Cc1ccc(Cn2nc(C)c(NC(=O)CCCn3nc([N+](=O)[O-])c(Cl)c3C)c2C)cc1 | -33.6 | 3.0 | -0.9 | i | 3.7 | -2.8 | 1.2 | -11.9 | -1.4 | -8.5
CCOc1cc(S(=O)(=O)NCc2ccccc2)ccc1Br | -14.7 | 4.7 | 1.0 | i | -4.1 | 0.6 | -3.3 | -0.6 | -0.4 | -4.2
O=C(COc1cc(F)ccc1[N+](=O)[O-])N1N=C(c2cccs2)CC1c1ccco1 (centres undefined) | 3.5 | 4.0 | 3.3 | i | 5.3 | 1.4 | 0.4 | -8.0 | -0.3 | 5.3
COCCNC(=O)CN1C(=O)NC2(CCOc3ccccc32)C1=O (centres undefined) | 0.9 | 7.9 | -10.8 | i | 1.6 | -1.5 | 6.8 | -38.4 | -0.3 | 13.1
CC(=O)c1cccc(NC(=O)CC(C)n2ccnc2)c1 (centres undefined) | -5.7 | 1.6 | -1.1 | i | -0.4 | -1.6 | -3.8 | -1.5 | -1.1 | 17.9
CSc1ncccc1C(=O)OCC(=O)c1ccc(Cl)s1 | . | 0.2 | -0.5 | i | 3.9 | 0.1 | 0.8 | -18.0 | -0.1 | 5.9
COCCn1cnnc1SCC(=O)Nc1sccc1C(N)=O | 8.4 | -9.1 | 1.9 | i | 1.0 | -1.3 | -2.6 | 5.9 | -0.2 | 9.0
Cc1cc(C(=O)CSc2nnnn2-c2ccc(Cl)cc2)c(C)n1CC1CCCO1 (centres undefined) | -3.7 | -6.1 | 0.3 | i | 7.3 | -4.9 | -0.6 | -1.6 | 0.2 | 3.6
Cc1cc(NC(=O)c2cncc(Br)c2)no1 | -6.8 | -8.2 | 0.2 | i | -2.9 | 1.0 | 9.6 | 5.9 | -0.9 | -21.4
Cc1ccccc1C(=O)Nc1cc(NC(=O)c2ccccc2C)cc(C(=O)O)c1 | 6.6 | -4.8 | -1.0 | i | 0.9 | -0.6 | -3.0 | 6.6 | 0.0 | 2.3
COc1cccc(-c2cnc3c(NC(C)=O)cc(-c4ccccc4OC)cn23)c1 | . | -8.8 | 2.1 | i | -17.5 | 0.0 | -4.0 | -3.8 | -0.1 | 3.8
CCCc1c(NC(=O)Nc2ccc(F)cc2)cnn1-c1ccccc1 | -10.9 | 2.9 | -0.2 | i | -0.7 | 2.1 | -6.9 | 3.1 | 7.1* | -9.8
CC(C)OC(=O)CC1=NC(=O)CS1 | -4.9 | 3.5 | -1.9 | i | 0.2 | -0.7 | 1.3 | -1.3 | 0.0 | 0.4
C=CCSc1nc2ccccc2n1S(=O)(=O)c1ccc(Cl)cc1 | -8.5 | 2.6 | -1.7 | i | -0.6 | 2.2 | -2.0 | 0.5 | -1.4 | 22.9
O=C(CC1NCCc2ccccc21)Nc1ccc(Oc2ccccc2)cc1 (centres undefined) | -5.0 | 17.6 | 3.0 | i | -5.2 | 2.3 | -0.2 | 10.6 | -0.1 | 2.5
Cc1ccc(NC(=O)CC2NCCN(Cc3ccccc3)C2=O)cc1 (centres undefined) | -5.1 | 1.2 | -2.0 | i | -1.1 | -1.8 | -3.6 | -0.5 | -0.3 | 9.5
CCN(CC)S(=O)(=O)c1ccc(-c2csc(C)n2)s1 | -2.6 | 7.1 | 1.0 | i | 11.8 | 0.4 | 0.1 | -13.9 | 1.7 | -2.7
CCOC(=O)c1ccc(N2CCOCC2)c(NC(=O)c2c(-c3ccccc3)noc2C)c1 | -3.6 | 2.8 | 2.4 | i | -4.3 | 2.4 | -2.6 | 2.6 | -0.4 | 15.3
CC(C)NC(=O)N(C)C[C@H]1Oc2ccc(NC(=O)Cn3cnnn3)cc2C(=O)N([C@H](C)CO)C[C@@H]1C | -4.2 | -12.1 | -1.3 | i | 6.8 | -0.5 | 4.3 | 0.6 | 0.0 | 7.8
O=C(O)C1CC=CCC1C(=O)NCCc1cccc(Cl)c1 (centres undefined) | 0.5 | 1.5 | -0.7 | i | 11.3 | -0.4 | 2.0 | -3.5 | -1.0 | 1.0
O=C(O)c1ccc(Nc2nc(-c3ccccc3)cs2)cc1 | -7.0 | 5.7 | 0.7 | i | -2.4 | 0.6 | -3.3 | 1.5 | 0.5 | -0.3
CC(=O)Nc1ccc(SC[C@H](CC(C)C)N2CCN(CCc3ccccc3)CCC2=O)cc1 | -0.5 | -3.8 | -0.8 | i | 0.8 | -1.7 | -3.2 | 4.6 | -0.3 | 0.0
Cc1ccc(NC(=O)c2ncn[nH]2)cc1 | -5.0 | -6.2 | -0.5 | i | 1.5 | 1.5 | -1.0 | -2.2 | -0.1 | 1.1
CCN(CC(=O)Nc1c(F)cccc1F)C(=O)c1ccc(S(=O)(=O)N(CC)c2ccccc2)cc1 | -7.6 | 9.3 | -0.7 | i | 0.6 | 1.8 | -6.1 | -0.7 | 0.4 | 0.4
O=C(Cn1ncc2c([nH]c3ccccc32)c1=O)Nc1ccc(CN2CCCCC2)cc1 | -7.9 | -6.1 | 4.4 | i | -3.5 | -0.9 | -0.9 | -8.8 | -0.8 | 4.3
CCCC(=O)NCCCCNC(=O)CCC | 2.0 | 0.1 | -2.8 | i | -0.4 | 0.8 | -2.3 | 0.2 | -0.8 | 2.8
COc1cc(/C=C2/SC(=S)N(CC(=O)NNC(=O)c3ccc(F)cc3)C2=O)cc(OC)c1OC | . | -24.6 | 0.9 | i | 13.9 | 0.8 | 4.0 | -1.8 | -0.3 | -4.4
COc1ccc(-c2csc3nc[nH]c(=O)c23)cc1OC | -1.6 | 2.6 | -0.2 | i | -0.1 | 0.0 | -4.1 | 0.6 | 0.0 | -7.4
CCn1c(=O)c(CCC(=O)N2CCN(c3ccccn3)CC2)c(C)c2c(C)nn(-c3cccc(C)c3)c21 | 7.0 | 2.3 | 14.8 | i | -22.3 | 4.3 | 0.5 | 6.8 | 0.0 | -27.1

Record cards, from the list above.
COCCn1cnnc1SCC(=O)Nc1sccc1C(N)=O is listed as Scp1 inh = 8.4; NRP1-CendR mod = -9.1; LMPTP inh = 1.9; Neddylation inh = i; DNMT1 block = 1.0; STEP inh = -1.3; NadD inh = -2.6; SUMO1-SIM PPI = 5.9; Tb MetRS inh = -0.2; SKN-1 inh = 9.0
Cc1ccccc1C(=O)Nc1cc(NC(=O)c2ccccc2C)cc(C(=O)O)c1 is listed as Scp1 inh = 6.6; NRP1-CendR mod = -4.8; LMPTP inh = -1.0; Neddylation inh = i; DNMT1 block = 0.9; STEP inh = -0.6; NadD inh = -3.0; SUMO1-SIM PPI = 6.6; Tb MetRS inh = 0.0; SKN-1 inh = 2.3

(cont.)
SMILES | Scp1 inh | NRP1-CendR mod | LMPTP inh | Neddylation inh | DNMT1 block | STEP inh | NadD inh | SUMO1-SIM PPI | Tb MetRS inh | SKN-1 inh
Cc1cccc2cc(C(c3nnnn3Cc3ccccc3)N3CCN(c4ccccc4)CC3)c(=O)[nH]c12 (centres undefined) | -8.4 | -2.0 | 0.5 | i | -3.3 | -0.8 | 3.3 | -29.4 | -0.9 | -3.6
COCCNC(=S)N1CCc2cc(OC)c(OC)cc2C1c1cccs1 (centres undefined) | -11.6 | -6.5 | -0.5 | i | -3.1 | -2.3 | -6.5 | -1.4 | -0.6 | -2.9
Cc1nn(C)cc1NC(=O)c1nn(C)cc1[N+](=O)[O-] | -5.1 | -1.3 | -2.1 | i | 3.4 | -2.6 | -5.0 | -16.7 | -0.1 | 5.1
COc1ccc(N2CCN(C(=O)c3ccc(CNS(=O)(=O)c4cc(C)ccc4C)cc3)CC2)cc1 | -4.5 | 5.4 | 1.6 | i | -0.4 | 1.3 | 0.4 | 7.4 | 0.1 | 4.0
CCc1ccccc1N1CC(C(=O)N2Cc3ccccc3CC2C(N)=O)CC1=O (centres undefined) | -8.1 | -2.5 | -0.2 | i | 3.4 | -1.8 | 0.5 | -2.4 | 1.1 | 19.3
O=C(Cc1cccc(NC(=O)C2CCCN(C(=O)C3CCCCC3)C2)c1)Nc1ccc(C(=O)N2CCCCC2)cc1 (centres undefined) | 8.2 | -6.2 | 0.3 | i | -4.8 | -0.8 | 2.4 | 2.5 | 0.1 | 5.0
O=C(c1ccc2[nH]c(=O)c(=O)[nH]c2c1)N1CCN(c2ccccc2)CC1 | 14.2 | 4.9 | -0.1 | i | 1.8 | -2.3 | 0.6 | 5.1 | -1.1 | 8.3
C=CCn1c(=O)c(C(=O)Nc2cc(C)ccn2)c(O)c2ccccc21 | -11.7 | -5.2 | -0.7 | i | -0.3 | 0.2 | 19.8 | -7.2 | -0.2 | 12.5
Cc1ccc(C)c(NC(=S)NNC(=O)c2csc(C)c2C)c1 | -10.4 | 5.4 | -1.7 | i | -0.9 | 0.4 | 2.6 | 1.1 | 0.1 | -0.9
CCc1cccc(NC(=O)c2ccc(CNc3c(N4CCCC4)c(=O)c3=O)cc2)c1 | -4.3 | 3.5 | 2.2 | i | -3.4 | 3.2 | 8.5 | 48.8* | -0.2 | 5.5
Cc1ccc(-n2nc3c(n2)/C(=N/O)CC/C3=N\O)cc1 | -4.3 | 0.7 | -1.3 | i | 2.0 | 1.9 | -2.8 | -6.2 | -1.7 | -13.4
COc1cccc(C(c2nnnn2Cc2ccc(F)cc2)N2CCC(C(N)=O)CC2)c1OC (centres undefined) | -4.3 | 12.7 | 2.6 | i | 2.9 | -7.1 | -0.7 | -0.4 | -1.8 | 21.0
Cc1cc2c(cc1C)-n1nnnc1C(N(Cc1ccccc1)Cc1ccccc1)C(=O)N2 (centres undefined) | . | 9.5 | 2.4 | i | . | . | . | 0.8 | -0.4 | -1.8
CCn1c2ccccc2c2cc(C3N=C(N)Nc4nc5ccccc5n43)ccc21 (centres undefined) | 6.7 | 7.2 | 4.3 | i | -0.8 | -2.3 | -4.1 | 0.0 | -0.5 | 11.2
COc1ccc(/C=N/NC(=O)c2nnn(-c3nonc3N)c2C)cc1OC | . | -3.8 | -2.9 | i | 6.0 | 2.2 | -5.7 | -2.2 | 0.5 | 20.0
O=C(COC(=O)c1c2ccccc2cc2ccccc12)NCC(F)(F)F | -4.8 | -3.9 | 1.8 | . | -4.0 | -1.9 | -4.7 | -6.5 | -0.6 | 11.9
CN(Cc1nc(-c2ccc3c(c2)OCO3)no1)CC1(N2CCOCC2)CCCCC1 | -4.7 | -3.3 | 0.1 | i | -5.0 | -2.3 | -7.2 | -1.3 | -0.6 | -3.8
CC(C)NC(=O)NC(=O)CN1C(=O)NC2(CCc3ccccc3C2)C1=O (centres undefined) | -9.7 | 2.2 | -0.8 | i | -0.8 | -2.0 | -4.2 | 1.5 | -0.1 | -0.2

Source: PubChem
